Bioassay records as filed in PubChem BioAssay.
CCR6 antag = antagonists of human CCR6 receptor | P51684 | CHO-K1 CCR6 PathHunter beta-arrestin, luminescence, CCL20-stimulated | inhibition, % at 20 µM | 340,000 tested, 0.49% active | AID 493098;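 active = compounds whose inhibition of the agonist-driven luminescence signal at 20 µM reaches about 50%, limit read from the data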;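 also: cells stimulated with CCL20 at 14 nM final; plate controls were DMSO with CCL20 for no effect and DMSO without agonist for full effect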
EBI2 block = EBI2 (human) antagonism | 360,000 tested, 0.81% active | EBI2 beta-arrestin recruitment, luminescence, 7a,25-OHC stimulated | inhibition, % at 5 µM | P32249 | AID 651636; in the data active = inhibition above about 38%;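 also: enzyme fragment complementation signal reports receptor beta-arrestin coupling in cells; 0% = agonist plus DMSO wells and 100% = wells without agonist; some results beyond the cut were filed as inactive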
Target sequence (P32249 whole entry, looked up, the tested form may be a part): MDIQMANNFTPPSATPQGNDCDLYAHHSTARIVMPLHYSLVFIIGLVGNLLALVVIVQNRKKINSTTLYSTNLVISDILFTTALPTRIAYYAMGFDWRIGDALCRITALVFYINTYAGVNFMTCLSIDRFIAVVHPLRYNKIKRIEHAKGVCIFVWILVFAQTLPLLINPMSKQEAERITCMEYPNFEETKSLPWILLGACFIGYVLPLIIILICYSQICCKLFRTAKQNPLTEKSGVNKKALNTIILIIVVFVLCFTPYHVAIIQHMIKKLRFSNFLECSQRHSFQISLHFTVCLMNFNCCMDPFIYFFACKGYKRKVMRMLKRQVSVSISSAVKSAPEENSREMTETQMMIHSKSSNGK
Gli-Sufu antag = blocks Gli-Sufu signaling in a luciferase reporter; Sufu-KO-LIGHT fibroblasts, Gli luciferase reporter luminescence; inhibition, % at 5 µM; 340,000 tested, 0.74% active;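 active = inhibition above about 55%, limit read from the data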;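 also: 0% = DMSO-treated cells and 100% = wells with medium but no cells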
Active calls of the source: *.

> CCCC(=O)NC1=C(N2CC2)C(=O)C(NC(=O)CCC)=C(N2CC2)C1=O
  CCR6 antag = -13.2	EBI2 block = -18.8	Gli-Sufu antag = 21.5

> O=C1NC(=O)C(C2CCCCCC2)C(=O)N1
  CCR6 antag = 9.3	EBI2 block = 1.7	Gli-Sufu antag = 12.3

> CC(=O)OC1CCC2(C)C(CC(=O)C3C2CCC2(C)C(OC(C)=O)CCC32)C1 (stereo unspecified)
  CCR6 antag = 1.7	EBI2 block = 8.1	Gli-Sufu antag = -1.5

> O=C1NC(=S)NC(=O)C1Cc1ccccc1O
  CCR6 antag = 8.1	EBI2 block = 0.7	Gli-Sufu antag = 5.4

> CC1CC2(C)C(=CC1=O)CCC1C3CCC(C)(O)C3(C)CC3OC312 (stereo unspecified)
  CCR6 antag = 1.8	EBI2 block = -1.3	Gli-Sufu antag = 10.8

> CCOP(=S)(OCC)SCSP(=S)(OCC)OCC
  CCR6 antag = 30.4	EBI2 block = 19.6	Gli-Sufu antag = -4.9

> COC(COC(N)=O)C1=C(N2CC2)C(=O)C(C)=C(N2CC2)C1=O (stereo unspecified)
  CCR6 antag = -15.9	EBI2 block = -25.4	Gli-Sufu antag = 36.8

> Cn1c(=O)cc(SCC(=O)N2CCC3(CC2)OCCO3)c2ccccc21
  CCR6 antag = -5.2	EBI2 block = -6.9	Gli-Sufu antag = 22.6

> CC1=CC(O)C(O)C2(C)C1CC1OC(=O)CC3C(C)C(O)C(=O)C2C13CO (stereo unspecified)
  CCR6 antag = 3.7	EBI2 block = -6.5	Gli-Sufu antag = 6.5

> COCOC1CCC2C3CCC4=CC(=O)CCC4=C3C=CC12C (stereo unspecified)
  CCR6 antag = 2.2	EBI2 block = -2.9	Gli-Sufu antag = -2.3

> CC(=O)OC12COC1CC(O)C1(C)C(=O)C(O)C3=C(C)C(O)CC(O)(C(OC(=O)c4ccccc4)C21)C3(C)C (stereo unspecified)
  CCR6 antag = 0.9	EBI2 block = -7.9	Gli-Sufu antag = 1.6

> CC(=O)C1C(N2CC2)CC2C3CC=C4CC(O)CCC4(C)C3CCC21C (stereo unspecified)
  CCR6 antag = -5.6	EBI2 block = 18.4	Gli-Sufu antag = 10.0

> CCOC(=O)[C@]12Cc3c(cc(OC)c(OC)c3OC)[C@H]1N(Cc1ccccc1)C(=O)c1ccccc12
  CCR6 antag = 11.9	EBI2 block = 5.4	Gli-Sufu antag = 13.7

> CN1C(=O)NC(=O)C2(CCCC2)C1=O
  CCR6 antag = 3.9	EBI2 block = 2.8	Gli-Sufu antag = 0.8

> Cc1c(NS(=O)(=O)c2ccccc2)ccc([N+](=O)[O-])c1Cl
  CCR6 antag = 24.1	EBI2 block = 4.8	Gli-Sufu antag = 29.0

Single records, as listed above. Screens in order: CCR6 antag	EBI2 block	Gli-Sufu antag
Record of CC(=O)OC1CCC2(C)C(CC(=O)C3C2CCC2(C)C(OC(C)=O)CCC32)C1 (stereo unspecified) : 1.7	8.1	-1.5
Record of CC1=CC(O)C(O)C2(C)C1CC1OC(=O)CC3C(C)C(O)C(=O)C2C13CO (stereo unspecified) : 3.7	-6.5	6.5

(further entries)
> NC(=O)c1ccc(N)nc1
  CCR6 antag = -2.0	EBI2 block = -16.3	Gli-Sufu antag = 0.3

> CCOC(=O)[C@]12Cc3cc4c(cc3[C@H]1N(Cc1ccccc1)C(=O)c1ccccc12)OCO4
  CCR6 antag = 14.0	EBI2 block = 19.4	Gli-Sufu antag = 13.6

> NC1=NC(=O)N2CC12 (stereo unspecified)
  CCR6 antag = -1.7	EBI2 block = 8.3	Gli-Sufu antag = -1.0

> C=C1C(C)C2C(Cc3ccccc3)NC(=O)C23C(OC(C)=O)C=CC(C)(O)CC(C)CC=CC3C1O (stereo unspecified)
  CCR6 antag = 28.0	EBI2 block = -50.5	Gli-Sufu antag = 29.9

> CCOP(=O)(Nc1ccc2c(c1)C(=NNC(N)=S)c1ccccc1-2)OCC
  CCR6 antag = 4.1	EBI2 block = 10.8	Gli-Sufu antag = -7.4

> CN1CCN(Cc2cn(C)c3ccccc23)CC1CCO (stereo unspecified)
  CCR6 antag = 9.5	EBI2 block = -2.6	Gli-Sufu antag = 8.0

> CCC1(O)CCC2C3CCC4=CC(=O)CCC4C3CCC21CC (stereo unspecified)
  CCR6 antag = -3.7	EBI2 block = 9.9	Gli-Sufu antag = 2.1

> O=C(N1CCCCCC1)N1CC1
  CCR6 antag = 15.2	EBI2 block = -9.7	Gli-Sufu antag = 2.8

> CC(=O)C1CCC2C3C(N4CC4)CC4=CC(=O)CCC4(C)C3CCC12C (stereo unspecified)
  CCR6 antag = 7.4	EBI2 block = -13.0	Gli-Sufu antag = 9.1

> C[C@]1(O)CC[C@H]2[C@@H]3CCC4=CC(=O)CC[C@]4(C)[C@@]3(F)[C@@H](O)C[C@@]21C
  CCR6 antag = -1.1	EBI2 block = -1.1	Gli-Sufu antag = 10.8

> CN1C(=O)N(C)C(=O)C(NS(=O)(=O)c2ccc(N)cc2)(c2ccccc2)C1=O
  CCR6 antag = 5.6	EBI2 block = -9.1	Gli-Sufu antag = -1.2

> CCC1C(c2cc(OC)c(OC)c(OC)c2)c2cc3c(cc2OC1N1CCCC1)OCO3 (stereo unspecified)
  CCR6 antag = 25.5	EBI2 block = 5.8	Gli-Sufu antag = 9.0

> CC12Cc3cnoc3C=C1CCC1C2CCC2(C)C1CCC2(C)O (stereo unspecified)
  CCR6 antag = 28.3	EBI2 block = -21.9	Gli-Sufu antag = 9.1

> O=C1CC(=O)N(c2ccccc2)C(=O)N1
  CCR6 antag = 9.6	EBI2 block = -4.5	Gli-Sufu antag = -1.2

> CCOC(=O)CC(SP1(=S)OCC2(CC=CCC2)CO1)C(=O)OCC (stereo unspecified)
  CCR6 antag = 5.9	EBI2 block = 1.0	Gli-Sufu antag = 6.5

Exported with tabs: part of the list above.
Compound	CCR6 antag	EBI2 block	Gli-Sufu antag
CCC1(O)CCC2C3CCC4=CC(=O)CCC4C3CCC21CC (stereo unspecified)	-3.7	9.9	2.1
O=C(N1CCCCCC1)N1CC1	15.2	-9.7	2.8
CC(=O)C1CCC2C3C(N4CC4)CC4=CC(=O)CCC4(C)C3CCC12C (stereo unspecified)	7.4	-13.0	9.1
C[C@]1(O)CC[C@H]2[C@@H]3CCC4=CC(=O)CC[C@]4(C)[C@@]3(F)[C@@H](O)C[C@@]21C	-1.1	-1.1	10.8

Further compounds
> CC(=O)C1CCC2C3CCC4CC(O)CCC4(C)C3C(O)CC12C (stereo unspecified)
  CCR6 antag = 2.9	EBI2 block = 6.4	Gli-Sufu antag = 8.6

> CC[C@H]1CN2CCC1C[C@@H]2[C@@H](O)c1ccnc2ccc(OC)cc12 (stereo partly specified)
  CCR6 antag = 11.1	EBI2 block = 4.3	Gli-Sufu antag = 15.4

> CC(=NNC(=S)N1CC2CCC(CC2)C1)c1nccs1
  CCR6 antag = 49.4	EBI2 block = -1.7	Gli-Sufu antag = 91.1*

> CCN(CCCl)c1cc(CN(C)C)cc(NC(=O)c2ccc(C(=O)Nc3cc(CN(C)C)cc(N(CC)CCCl)c3)cc2)c1
  CCR6 antag = 11.8	EBI2 block = -1.7	Gli-Sufu antag = -15.7

Three entries out of the list, arranged by number of heavy atoms, smallest number first:
> C[C@]1(O)CC[C@H]2[C@@H]3CCC4=CC(=O)CC[C@]4(C)[C@@]3(F)[C@@H](O)C[C@@]21C
  CCR6 antag = -1.1	EBI2 block = -1.1	Gli-Sufu antag = 10.8

> CC(=O)OC1CCC2(C)C(CC(=O)C3C2CCC2(C)C(OC(C)=O)CCC32)C1 (stereo unspecified)
  CCR6 antag = 1.7	EBI2 block = 8.1	Gli-Sufu antag = -1.5

> CCOC(=O)[C@]12Cc3c(cc(OC)c(OC)c3OC)[C@H]1N(Cc1ccccc1)C(=O)c1ccccc12
  CCR6 antag = 11.9	EBI2 block = 5.4	Gli-Sufu antag = 13.7

Not all compounds are listed (hit frequency here may not be typical).
